ERa coact pot = enhances coactivator binding to human estrogen receptor alpha; AID 639; TR-FRET ERalpha-LBD/SRC-Cy5 coactivator binding, 2 h; 100 = basal binding, no effect; actives 1.3% (n = 86,000); P03372; coactivator binding (% of control), % at 25.6 µM; in the data active = activity above about 200%;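 note: binding measured in presence of low estradiol as agonist stimulus; 0% = peptide alone without receptor and 100% = receptor with peptide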
Target sequence (P03372 whole entry, looked up, the tested form may be a part): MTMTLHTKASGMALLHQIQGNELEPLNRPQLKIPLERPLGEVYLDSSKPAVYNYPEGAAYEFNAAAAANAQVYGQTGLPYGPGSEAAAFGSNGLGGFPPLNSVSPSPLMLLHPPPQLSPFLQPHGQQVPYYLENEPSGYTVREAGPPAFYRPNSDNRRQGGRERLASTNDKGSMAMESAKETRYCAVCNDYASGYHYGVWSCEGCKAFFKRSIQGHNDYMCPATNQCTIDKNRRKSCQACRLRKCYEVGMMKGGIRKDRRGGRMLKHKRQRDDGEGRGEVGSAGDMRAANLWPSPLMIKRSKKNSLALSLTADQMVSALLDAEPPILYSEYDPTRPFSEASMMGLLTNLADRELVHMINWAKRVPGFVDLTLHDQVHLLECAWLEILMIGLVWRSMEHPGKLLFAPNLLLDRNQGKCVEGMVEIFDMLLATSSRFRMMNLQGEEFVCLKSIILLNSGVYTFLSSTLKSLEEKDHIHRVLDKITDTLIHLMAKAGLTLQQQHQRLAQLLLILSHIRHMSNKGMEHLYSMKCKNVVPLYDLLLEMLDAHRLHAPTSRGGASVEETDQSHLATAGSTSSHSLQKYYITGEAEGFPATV
ERa SRC1 inh = blocks coactivator binding to human estrogen receptor alpha | AID 629 | inhibition, % at 25.6 µM | TR-FRET ER-alpha LBD / SRC-1 peptide, estradiol-bound | P03372 | actives 1.7% (n = 86,000); in the data active = inhibition above about 50%;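 note: 0% = receptor plus peptide control and 100% = peptide only without receptor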
ERb coact inh = blocks coactivator binding to human estrogen receptor beta | Q92731 | TR-FRET ER-beta LBD / SRC1-Cy5 peptide binding; receptor agonist-loaded with 1 µM estradiol | inhibition, % at 25.6 µM | actives 1.3% (n = 86,000);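 active = compounds whose percent inhibition of the receptor-coactivator binding signal exceeds about 50% in the single-dose screen, limit read from the data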;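 note: 0% = receptor plus peptide wells without compound and 100% = peptide-only wells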
An asterisk follows results filed as active; [ ] = dose if it differs, or a comment.

Start of the listing, in advance:
mol	ERa coact pot	ERa SRC1 inh	ERb coact inh
Cc1cccc(N2CCN(C(=O)C3CCCN(S(=O)(=O)c4cccc5cccnc45)C3)CC2)c1C (centres undefined)	131.3	-0.2	-1.9
CCc1nc(SCC(=O)N2CCCc3ccccc32)c2c(=O)n(C)c(=O)n(C)c2n1	82.4	14.9	15.4[fluorescence artefact?]
COc1ccc(NC(=O)c2cnc3n(c2=O)CCS3)cc1OC	99.0[fluorescence artefact?]	0.2	3.6
CCOC(=O)C1=C(C)Nc2nc(C)nn2C1c1cc(OC)ccc1OC (centres undefined)	95.2	1.0	-7.2
CC1CCCN(C(=O)c2ccc3c(c2)C(=O)N(CCC2=CCCCC2)C3=O)C1 (centres undefined)	107.2	-7.2	1.3
COCCn1c(SCC(=O)N2CCc3ccccc32)nc2c(c1=O)SC(C)C2 (centres undefined)	112.0	3.7	-9.3
Nc1cccc(C(=O)Nc2ccc3nc(-c4cccnc4)[nH]c3c2)c1	87.0	-1.5[fluorescence artefact?]	39.6[fluorescence artefact?]

The listing, repeating the preview:
mol	ERa coact pot	ERa SRC1 inh	ERb coact inh
Cc1cccc(N2CCN(C(=O)C3CCCN(S(=O)(=O)c4cccc5cccnc45)C3)CC2)c1C (centres undefined)	131.3	-0.2	-1.9
CCc1nc(SCC(=O)N2CCCc3ccccc32)c2c(=O)n(C)c(=O)n(C)c2n1	82.4	14.9	15.4[fluorescence artefact?]
COc1ccc(NC(=O)c2cnc3n(c2=O)CCS3)cc1OC	99.0[fluorescence artefact?]	0.2	3.6
CCOC(=O)C1=C(C)Nc2nc(C)nn2C1c1cc(OC)ccc1OC (centres undefined)	95.2	1.0	-7.2
CC1CCCN(C(=O)c2ccc3c(c2)C(=O)N(CCC2=CCCCC2)C3=O)C1 (centres undefined)	107.2	-7.2	1.3
COCCn1c(SCC(=O)N2CCc3ccccc32)nc2c(c1=O)SC(C)C2 (centres undefined)	112.0	3.7	-9.3
Nc1cccc(C(=O)Nc2ccc3nc(-c4cccnc4)[nH]c3c2)c1	87.0	-1.5[fluorescence artefact?]	39.6[fluorescence artefact?]
COc1cc(/C=C/C(=O)CC(=O)/C=C/c2ccc(O)c(OC)c2)ccc1O	33.4[fluorescence artefact?]	37.5[fluorescence artefact?]	59.5*[fluorescence artefact?]
Cc1cc(C)n(-c2nc3c(c(=O)n(C)c(=O)n3C)n2Cc2cccc(Br)c2)n1	99.5	-41.1[fluorescence artefact?]	0.4
Cn1nnc2c(sc3nc(N4CCOCC4)c4c(c32)CCCC4)c1=O	99.5	-5.0	-4.0
Cc1ccc(-c2nnc(SCC(=O)N3CC(C)CC(C)C3)o2)cc1C (centres undefined)	91.6	3.4	-9.5
O=C(O)C(c1ccccc1)N1CCCC1 (centres undefined)	120.6	-0.3	-5.0
CC(=O)c1ccc(NC(=O)CSc2nnc(Cn3c(=O)sc4ccccc43)n2C)cc1	62.5	22.2	3.2[fluorescence artefact?]
Cc1cc(NC(=O)c2cc(C3CC3)on2)no1	94.4	5.6	16.6
CCOc1ccccc1N(CC)C(=O)Cn1ncc2c(=O)oc3ccccc3c21	107.9	-4.4	-12.6
Cc1cccc(Cn2c(SCCN3CCCCC3)nc3c2c(=O)[nH]c(=O)n3C)c1	101.8[fluorescence artefact?]	16.1[fluorescence artefact?]	-8.1
Cc1ccccc1-n1c(=O)cc(N2CCCCCC2)[nH]c1=O	122.2	-8.3	-5.3
Cc1onc(-c2ccccc2)c1C(=O)Nc1sc2c(c1C#N)CCC2	57.3[fluorescence artefact?]	17.2	18.6
O=C(c1ccco1)N1CCCC(c2nc(-c3ccc(S(=O)(=O)NCc4ccccc4)cc3)no2)C1 (centres undefined)	121.1[fluorescence artefact?]	4.1	4.2
CCOC(=O)c1cnc(-n2nc(C)cc2C)nc1NC(C)c1ccccc1 (centres undefined)	105.0	-0.6	-2.8
CSc1ncc(Cl)c(C(=O)C(C#N)c2nc3c(C)cc(C)cc3c(=O)[nH]2)n1 (centres undefined)	76.1[fluorescence artefact?]	10.6	5.7
CCN(CC)CCNc1nc2c(c(=O)[nH]c(=O)n2C)n1CCOc1ccccc1	104.4	-9.0	-9.0
CCCCn1c(CN2CCN(C(=O)c3ccco3)CC2)nc2c1c(=O)n(C)c(=O)n2C	108.7	-11.6[fluorescence artefact?]	-5.0
Cc1cccn2c(=O)c3cc(C(=O)NC(C)c4ccccc4)c(=N)n(CCCn4ccnc4)c3nc12 (centres undefined)	98.6[fluorescence artefact?]	14.1	3.1
CC1CCc2c(sc3nc(C4CC4)nc(SCC(=O)NCc4ccco4)c23)C1 (centres undefined)	103.4	2.2[fluorescence artefact?]	1.8
Cc1cc(NC(=O)CN2C(=O)CC(c3ccco3)Sc3ccccc32)no1 (centres undefined)	90.8[fluorescence artefact?]	7.8	27.1
Cn1c(Cn2c(=O)sc3ccccc32)nnc1SCC(=O)Nc1ccc2c(c1)OCO2	106.6	11.0	-8.5
CCOC(=O)c1ccc(N=CC2=C(O)CC(c3ccco3)CC2=O)cc1 (centres undefined)	91.7	6.0	19.6
Cc1c(C(=O)N2CCCC2)oc2c1-c1[nH]ncc1CC2	95.2	-3.7	-5.7
CC(C)N1C(=O)CCC1C(=O)NCc1ccccc1Cl (centres undefined)	105.2	-6.9	-7.0
CCN(c1ccccc1)c1cc(C)nc2ncnn12	92.8	13.5	18.5
O=C(Cn1c2c(c(-c3ccccc3)cc1=O)CCCC2)N1CCCCCC1	85.1	6.9	-2.5
CCOC(=O)C1=C(C)NC(C)=C(C(=O)OC)C1c1cccc([N+](=O)[O-])c1 (centres undefined)	64.5	11.2	12.3[fluorescence artefact?]
O=C(Nc1nc(-c2nc3ccccc3s2)cs1)C1COc2ccccc2O1 (centres undefined)	127.7[fluorescence artefact?]	67.7*	29.9
Cc1cccc2cc(CN(CCCO)C(=O)Nc3ccc(Cl)cc3)c(=O)[nH]c12	95.0	3.8	-2.3
Cc1ccccc1-n1c(Cn2c(=O)sc3ccccc32)nnc1SCC(=O)Nc1nccs1	109.9	0.8	7.6[fluorescence artefact?]
CCOC(=O)c1nc(-c2ccc3c(c2)OCO3)[nH]c1C	133.7	-8.6	-7.3
O=C(NCCc1c[nH]c2ccccc12)c1cnc2n(c1=O)CCS2	89.9	0.8	-0.3
COC(=O)C1(S(=O)(=O)c2cccc3nsnc23)CC1	94.6	-10.7	-2.6
COCCNC(=O)CN1C(=O)COc2ccc(Cl)cc21	127.8	1.8	-5.0
CCOc1ccc(NC(=O)C2CCCN(S(=O)(=O)c3c(C)n[nH]c3C)C2)cc1 (centres undefined)	121.2	-1.1	-9.7
CC1CC(C)CN(CCCNC(=O)c2cn(C)c3ccc(S(=O)(=O)N4CCCC4)cc3c2=O)C1 (centres undefined)	154.8	9.6[fluorescence artefact?]	-5.3[fluorescence artefact?]
Cc1c(C(=O)NCc2ccoc2)oc2ccc3c(c12)C(=O)CC(C)(C)O3	92.4	2.6	4.6
C[N+](C)(C)CCOP(=O)(O)OP(=O)([O-])OC[C@H]1O[C@@H](n2ccc(N)nc2=O)[C@H](O)[C@@H]1O	121.4	-5.5	0.0
CN(Cc1ccccc1)c1nnc(N)s1	106.9	0.1	-4.2
COc1ccc(-c2nc(N3CCCC3)nc3nn4c(C)cc(C)nc4c23)cc1	123.5	12.1	-2.9[fluorescence artefact?]
CCn1c(SCC(=O)N2CCCc3ccccc32)nc2c(c1=O)SC(C)C2 (centres undefined)	89.0	-2.8	-5.6
O=C(Oc1ccc(OC(=O)c2ccncc2)cc1)c1ccncc1	100.4	5.1	-1.0[fluorescence artefact?]
COc1cccc(Oc2c(C)oc3c(CN4CCOCC4)c(O)ccc3c2=O)c1	125.9	-8.2	-2.7
CCn1c(=O)cc(SCC(=O)Nc2ccccc2N2CCN(C)CC2)c2ccccc21	140.5[fluorescence artefact?]	-7.7	-8.2
O=C(Nc1ccccc1C(F)(F)F)c1cc(-c2ccccc2O)on1	115.6	4.0	-7.1
COCCNC(=O)c1cc2c(-c3ccccc3F)nn(C)c2s1	101.9	3.2	-6.8
COc1ccc(-c2cn3c(C)c(C(=O)N4CCc5ccccc5C4)sc3n2)cc1	88.8	-4.5	-0.8
Cc1cc2oc(=O)cc(COC(=O)c3cccc(N(C)C)c3)c2cc1C	98.1[fluorescence artefact?]	1.6	0.7
CC(C)c1nc(SCC(=O)NCc2ccc3c(c2)OCO3)c2c(=O)n(C)c(=O)n(C)c2n1	96.9[fluorescence artefact?]	11.6	10.7[fluorescence artefact?]
O=C(CCc1nc2ccccc2[nH]1)N1CCc2ccccc2C1	125.3[fluorescence artefact?]	-7.8	-6.8

(cont.)
mol	ERa coact pot	ERa SRC1 inh	ERb coact inh
COc1cc2c(cc1OC)CN(Cc1cccs1)CC2	91.1	-16.4	1.7
CCN(Cc1ccccc1)C(c1ccncc1)c1nnnn1C(C)(C)C (centres undefined)	114.9	-0.3	2.4
O=C(c1cc2ccccc2oc1=O)N1CCCN(C(=O)c2cc3ccccc3oc2=O)CC1	108.1[fluorescence artefact?]	7.9[fluorescence artefact?]	13.4[fluorescence artefact?]
Cc1ccc2nc(NC3=NCN(Cc4ccco4)CN3)nc(C)c2c1	95.1	1.1	-0.9
Cc1ccccc1OCC(O)Cn1c(N2CCN(c3ccccc3)CC2)nc2c1c(=O)[nH]c(=O)n2C (centres undefined)	133.8[fluorescence artefact?]	10.8[fluorescence artefact?]	6.8[fluorescence artefact?]
Nc1c2c(nc3ccccc13)N(C1CCCCC1)CC2	104.7	6.0	-2.8
COc1ccc(C)cc1NC(=O)C1CCCN(S(=O)(=O)c2c(C)noc2/C=C/N(C)C)C1 (centres undefined)	137.6	2.1	-2.6[fluorescence artefact?]
O=C(O)CCCCCCC1C(=O)NC(=O)N1CCC(O)C1CCCCC1 (centres undefined)	113.0	-2.6	-6.7
N#Cc1cccc(NC(=O)NCCc2c[nH]c3ccccc23)c1	105.1	-2.2	-5.8
CC1Oc2ccccc2N(CC(=O)NCc2cccs2)C1=O (centres undefined)	106.3	-6.9	-5.8
O=C(O)CCc1cc(I)c(Oc2ccc(O)c(I)c2)c(I)c1	22.1	44.0	29.9
COCCN(CCOC)c1ncnc2c1cnn2-c1ccccc1	114.2	16.8	24.0[fluorescence artefact?]
COC(=O)C1(C)Nc2ccccc2C(=O)N1c1ccccc1OC (centres undefined)	111.0	-4.4	1.2
CCOC(=O)C1CCCN(C(=O)Cn2ncc3c(=O)oc4ccc(C)cc4c32)C1 (centres undefined)	112.0	-0.8	11.6
COc1ccc(-c2nnc(Nc3nc4c(OC)cccc4s3)o2)c(OC)c1	78.9	12.2	14.4
Cc1nc2ccccn2c1/C(O)=C1\C(=O)C(=O)N(CCCN(C)C)C1c1ccc(Cl)cc1 (centres undefined)	114.6	-5.5	-6.5
CCOC(=O)N1CCN(C(=O)CSc2nc3c(cnn3-c3ccc(C)cc3)c(=O)[nH]2)CC1	112.5[fluorescence artefact?]	-4.8	-7.3
COc1ccccc1-c1cc(N)n(S(=O)(=O)c2ccc(F)c(C)c2)n1	83.6	1.6	-5.7
Cn1c(=O)[nH]c(=O)c2c1nc(N1CCCCCC1)n2CCSc1nc2ccccc2o1	95.9	-2.6	2.2
O=C(NCc1ccccn1)c1nnc(Cc2ccc(Cl)cc2)o1	92.0	7.3	-0.5
Cc1nn(-c2nc3ccccc3s2)c(C)c1Oc1ccccc1O	87.5	3.4	-0.3
COC(=O)c1ccccc1NC(=O)Cn1cnc2c1c(=O)n(C)c(=O)n2C	95.4	-4.3	0.8
COC(=O)[C@@H](N)Cc1ccc(O)cc1	109.4	-2.0	-2.6[fluorescence artefact?]
COc1ccc(NC(=O)CSc2nnc(Cn3c(=O)sc4ccccc43)n2C)cc1	103.2[fluorescence artefact?]	6.7	2.6[fluorescence artefact?]
COc1cccc(C(c2sc3nc(C)nn3c2O)N2CCN(c3ccccc3F)CC2)c1 (centres undefined)	114.0	-11.1	-8.1
Cc1cccn2c(=O)c3cc(C#N)c(=NC(=O)c4ccncc4)n(Cc4ccco4)c3nc12	73.5[fluorescence artefact?]	30.9[fluorescence artefact?]	42.2
O=Cc1ccc(O)c(O)c1	97.6	10.4	20.0
Cn1nnnc1Sc1nc(-c2cccnc2)nc2ccccc12	98.3[fluorescence artefact?]	-19.6	-9.2

Not all compounds are listed (hit frequency here may not be typical).
